Assay outcomes: PubChem, National Center for Advancing Translational Sciences (NCATS)
Glioma ERSR ind: induces the endoplasmic reticulum stress response in human glioma cells. U87-MG GRP78 promoter luciferase reporter, 16 h. Potency, µM, for the others: at the top dose activation, actives largely listed as activators. 0.02% of 420,000 active. AID 602332; also: potency is read from the fitted curve at half-maximal effect; series mostly up to about 76 µM; % of control where 0% means no effect; nearly all actives have a fitted effect of over 35% in size
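Stably transfected U87-MG human glioma cells carrying a GRP78-based luminescent sensor were seeded at 1000 cells/well, pin-dosed with compounds and incubated 16 h. Luciferase reagent was then added, and end-point luminescence was read after 10 min at room temperature.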
12-LOX inh: blocks human arachidonate 12S-lipoxygenase; 1.1% of 580,000 active; Potency, µM (doses to about 108 µM), without a hit: at the top dose activity change, negative = inhibition, hits mostly inhibitors; purified 12hLO, xylenol orange hydroperoxide absorbance; also: potency is read from the fitted curve at half-maximal effect; % is scaled to controls: 0 for no effect and ±100 for the full control effect
Target sequence (P18054 whole entry, looked up): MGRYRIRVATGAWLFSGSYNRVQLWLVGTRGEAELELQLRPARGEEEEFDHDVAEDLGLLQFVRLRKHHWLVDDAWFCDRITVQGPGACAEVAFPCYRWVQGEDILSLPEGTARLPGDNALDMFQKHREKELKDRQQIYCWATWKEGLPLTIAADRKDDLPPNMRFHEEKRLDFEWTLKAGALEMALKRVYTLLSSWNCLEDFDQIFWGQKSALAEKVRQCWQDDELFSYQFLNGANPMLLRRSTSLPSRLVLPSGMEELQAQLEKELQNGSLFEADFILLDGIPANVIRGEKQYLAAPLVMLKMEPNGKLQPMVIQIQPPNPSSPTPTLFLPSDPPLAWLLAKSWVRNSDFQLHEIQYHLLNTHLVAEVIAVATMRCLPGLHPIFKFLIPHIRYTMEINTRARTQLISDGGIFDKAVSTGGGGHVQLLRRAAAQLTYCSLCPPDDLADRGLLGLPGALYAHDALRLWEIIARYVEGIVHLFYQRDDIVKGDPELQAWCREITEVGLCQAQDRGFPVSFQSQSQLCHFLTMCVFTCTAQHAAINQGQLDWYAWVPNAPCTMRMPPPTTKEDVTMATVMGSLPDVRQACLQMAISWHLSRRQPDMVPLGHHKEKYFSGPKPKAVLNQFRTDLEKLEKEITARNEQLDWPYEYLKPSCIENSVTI
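Hydroperoxide product was detected by ferrous iron/xylenol orange as the 573 to 405 nm absorbance ratio. Arachidonic acid at 40 uM (final) was turned over for 30 min at room temperature by 150 nM human 12hLO, pH 7.0 Hepes buffer, after 15 min compound preincubation.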
D2 antagonist: antagonists of human D2 dopamine receptor. P14416. HEK293 TREx D2 cells, calcium flux, dopamine EC80. inhibition, % at 10 µM. 2% of 340,000 active. AID 485344; in the data active = inhibition above about 30%; also: 0% is about no effect
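Cells plated overnight at 30 C with tetracycline; no-wash calcium dye, 30–90 min RT; 10 s baseline; compound pinned; 180 s read; EC80 dopamine added; another 180 s read.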
RGS4 inhibitor: blocks human RGS4-accelerated GTP hydrolysis; P49798; Transcreener GDP fluorescence polarization, RGS4-accelerated GTP hydrolysis; Potency, µM (titrated, usually from 114 µM), without a hit: at the highest dose activity change, negative = inhibition, usual class: inhibitors; 0.039% of 390,000 active; AID 504845; also: potency is read from the fitted curve at half-maximal effect; % is scaled to controls: 0 for no effect and ±100 for the full control effect; nearly all actives have a fitted effect of over 75% in size; some results filed as inactive show a strong effect at the top dose
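MLSMR compounds (23 nl, pin-transferred) preincubated 10 min at room temperature with a 500nM (2x) first reagent, then RGS4 at 900nM (2x) plus Transcreener GDP mix added; fluorescence polarization (620/688 nm) read before and after 90 min at 30 °C.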
ERG-DNA inh: inhibitors of human ERG Ets domain-DNA interaction; AID 624246; fluorescence polarization, His-ERG Ets domain / labelled DNA; Potency, µM (series often up to 76.9 µM), for the others: at the top dose FP activity, negative = inhibition, most hits filed as inhibitors; 0.028% of 370,000 active; active = well fitted inhibition curve with a large enough effect in the polarisation, with a control signal flat; inconclusive = small, poorly fitted or top-dose-only effect, or effect the other way, or a change in a side signal; inactive = no such curve, though single readings can be large or run the other way; the % refers to the polarisation;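 also: polarization taken with two DNA probes labelled with fluorescein and Texas red; potency is read from the fitted curve at half-maximal effect; % of control where 0% means no effect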
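His-tagged ERG Ets domain (1 uM in the protein solution; 300mM KCl, 50mM Tris-HCl, 1mM EDTA, 1mM DTT, pH 7.5) received compound, then a probe mix of 5 nM fluorescein-DNA and 100nM Texas-615-DNA. Fluorescence polarization was read for both dyes.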
Vif-APOBEC3G blk: inhibitors of Vif-APOBEC3G interaction; Q9HC16; HeLa A3G-eYFP + Vif (tagged APOBEC3G with the HIV-1 protein that degrades it), YFP fluorescence, overnight; Potency, µM (highest dose often 46.1 µM), for inactives: at the top dose activity, negative = active, actives largely listed as inhibitors; 0.076% of 410,000 active; AID 602310;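 also: potency is read from the fitted curve at half-maximal effect; % is scaled to controls: 0 for no effect and ±100 for the full control effect; nearly all actives have a fitted effect of over 60% in size; hits raise eYFP signal because A3G escapes Vif-driven loss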
Target sequence (Q9HC16 whole entry, looked up): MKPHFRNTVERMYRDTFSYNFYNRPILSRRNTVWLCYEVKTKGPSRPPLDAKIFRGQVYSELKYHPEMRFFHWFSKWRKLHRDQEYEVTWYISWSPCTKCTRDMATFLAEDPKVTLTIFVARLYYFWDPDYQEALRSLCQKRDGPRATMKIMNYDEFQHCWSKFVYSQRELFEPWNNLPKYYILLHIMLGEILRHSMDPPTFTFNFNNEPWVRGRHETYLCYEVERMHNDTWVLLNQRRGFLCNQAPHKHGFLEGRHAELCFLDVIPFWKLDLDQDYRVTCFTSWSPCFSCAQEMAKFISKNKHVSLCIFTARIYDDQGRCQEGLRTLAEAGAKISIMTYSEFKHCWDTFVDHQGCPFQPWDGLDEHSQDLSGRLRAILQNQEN
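HeLa cells stably expressing Vif and C-terminally eYFP-tagged A3G, seeded overnight at 37 deg C, then exposed to compound by pintool overnight at 37 deg C. Rise in yellow fluorescence (Ex 488/Em 500-530, Acumen) marks blocked Vif-driven A3G degradation.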
Vif-APOBEC3F blk: inhibitors of Vif-A3F interaction. HeLa A3F-eYFP + Vif (tagged APOBEC3F with the HIV-1 protein that degrades it), YFP fluorescence increase. Potency, µM (highest dose often 46.1 µM), without a hit: top-dose activity, negative = active. 0.2% of 390,000 active. AID 602313; also: potency is read from the fitted curve at half-maximal effect; % of control where 0% means no effect; nearly all actives have a fitted effect of over 65% in size
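HeLa cells stably expressing Vif plus C-terminally eYFP-tagged A3F were seeded, incubated overnight at 37 deg C, dosed with compound, incubated overnight again at 37 deg C. Yellow fluorescence (Ex 488/Em 500-530) reported blocked Vif-mediated A3F-eYFP degradation.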
D2 agonist: activates the human D2 dopamine receptor; HEK293 T-REx D2 cells, calcium flux agonist mode; 0.53% of 340,000 active; activation, % at 2 µM;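 active = activation over 3 SD above normal in the single-dose calcium agonist read, cut at about 30% in these data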; also: 0% is about no effect
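Tetracycline-induced HEK293 Trex cells with D2 receptor force-coupled to calcium signaling, plated overnight at 30 C and loaded with no-wash calcium dye. Calcium flux read kinetically for 180 s after compound addition; responses flag agonists.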
LDHA inh: inhibitors of human lactate dehydrogenase A; P00338; purified LDHA, NADH/diaphorase-resazurin fluorescence; active compounds read low; activity change, % (values are at about 110 or 230 µM); 0.15% of 480,000 active; AID 1347041; in the data active = activity change below about -30%; inconclusive = mostly about -25% to -30%;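 also: plate controls were DMSO wells for no effect and wells without enzyme for full effect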
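Enzyme activity of human lactate dehydrogenase 5 (2 nM; 0.06 mM NADH, 0.2 mM pyruvate, 5 min, RT) is measured via a resazurin/diaphorase fluorescence readout of residual NADH.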
Numbers without * were called inactive; i = inactive; ? = inconclusive; . = no result given; & = joins results of further samples; [ ] = dose if it differs, or a comment. Unless noted, calls follow the shape of the dose curve; as a rule, active = well fitted curve in the direction sought with a large enough effect; inconclusive = small, poorly fitted or top-dose-only effect, or another doubt; inactive = no such curve, though single readings can be large; an effect the other way counts as inactive or inconclusive. Some of the compounds tested, so the mix of outcomes need not match the whole.

SMILES	Glioma ERSR ind	12-LOX inh	D2 antagonist	RGS4 inhibitor	ERG-DNA inh	Vif-APOBEC3G blk	Vif-APOBEC3F blk	D2 agonist	LDHA inh
COc1ccc2nc(C)cc(SCC(=O)Nc3c(C)cccc3C)c2c1	-5.0%	-22.4%	-3.8	-25.8%	-3.4%	-0.5%	1.2%	-0.3	-8.1
CCOc1ccc(-n2c(SCc3ccc(C(=O)OC)o3)nc3c(c2=O)SCC3)cc1	-1.2%	0.0%	15.1	-23.3%	1.8%	-6.2%	-2.5%	0.4	-3.3
O=C(O)c1ccc(-n2cncn2)c([N+](=O)[O-])c1	-2.2%	-21.6%	-7.9	-11.1%	18.6%	1.1%	-20.0%	-1.4	0.1
CNC(=O)CN(c1cc(C)ccc1C)S(C)(=O)=O	-3.3%	-5.8%	.	1.4%	-2.6%	-0.1%	0.2%	.	-1.6
Cc1ccc(CNC(=O)Cn2ccn(-c3cc(C)cc(C)c3)c(=O)c2=O)cc1	-1.5%	-23.8%	.	3.0%	-1.1%	1.3%	-2.6%	-0.6	-24.2
CC(OC(=O)CCN1C(=O)c2cccc([N+](=O)[O-])c2C1=O)C(=O)Nc1cc(Cl)cc(Cl)c1 (centres undefined)	-4.4%	-16.9%	-28.8	-21.6%	-11.9%	-1.3%	2.7%	1.3	1.6
CCOc1ccc(C(=O)Nc2ccc(C(=O)OCc3cc(=O)n4c(C)csc4n3)cc2)cc1	-3.0%	?	.	?	-1.8%	8.7%	2.8%	2.7	1.7
Cc1cc(C(C)(C)C)c(OC(=O)[C@@H]2OC(c3ccccc3)=C[C@H]2c2ccccc2)c(C(C)(C)C)c1	-2.2%	-4.4%	13.0	-4.1%	-10.2%	-0.8%	-0.8%	0.2	-4.7
O=C(NCCc1ccccc1)c1ccc(CS(=O)Cc2ccc(Cl)cc2)o1 (centres undefined)	-5.7%&-0.7%	?	-8.5	-14.9%&-22.0%	-0.2%&-4.6%	-2.4%&3.2%	0.9%&-5.3%	-1.1&-0.1	1.4&4.0
CC(C)(c1ccccc1)c1ccc(OCC(O)CN2CCCC2)cc1 (centres undefined)	-1.5%	?	15.6	-6.2%	-6.8%	-5.2%	-9.1%	1.9	-2.1
CCC(C(=O)NC1CCCCC1)n1c(SCc2cccc(F)c2)nc2ccncc21 (centres undefined)	-4.2%&-1.0%	-22.6%&1.8%	0.1	16.6%&8.9%	8.5%&-4.6%	7.6%&1.5%	-3.1%&-3.2%	-1.3&-1.0	-7.6&-6.2
Cc1ccc(-c2nnc(Nc3cccc(C(F)(F)F)c3)c3ccccc23)cc1S(=O)(=O)N1CCOCC1	-2.6%	-3.5%	.	-5.3%	14.6%	2.8%	-5.5%	1.2	-11.6
Cc1cccc(N2C(=O)CC(N3CCN(c4ccccn4)CC3)C2=O)c1 (centres undefined)	-0.8%	-13.0%	-15.8	9.4%	?	-2.4%	0.0%	0.6	-13.6
C/C(=N\NC(=O)c1ccc(O)cc1O)c1cccnc1	6.0%	i	7.8	6.2%	5.6%	-0.4%	0.6%	3.4	0.2
COc1ccccc1N(CC(O)CN1C(=O)NC(C)(C)C1=O)S(=O)(=O)c1ccc(C)cc1 (centres undefined)	-1.3%	0.0%	-12.9	27.1%	-1.0%	-1.5%	-7.3%	0.7	-4.8
CC(C)c1ccc(NC(=O)c2cccc3c2C(=O)N(C2CCCCC2)C3)cc1	.	-10.3%	.	-15.5%	-1.1%	.	.	-0.3	-2.8
O=C(Cn1c(=O)nc(-c2ccccc2)c2ccccc21)Nc1ccc(Cl)c(C(F)(F)F)c1	-0.9%	-12.0%	.	-12.0%	0.4%	-6.7%	-1.6%	0.9	-1.3
CCc1ccc(C(=O)NNC(=O)CN2C(=O)NC3(CCCC3)C2=O)cc1	-2.1%	417.8%[activator]	14.2	0.7%	-2.1%	4.7%	5.2%	0.2	-3.7
O=C(N/N=C\c1ccc(-c2cccc(Cl)c2)o1)C(=O)NC1CCCC1	-2.1%	-3.6%	2.3	9.5%	8.5%	-9.5%	11.9%	-1.9	-3.0
CC(C(=O)Nc1ccccc1)N1CCN(c2ccccn2)CC1 (centres undefined)	0.5%	-10.9%	11.5	15.8%	-2.3%	0.3%	12.8%	39.9*	-2.2
Fc1ccccc1CSc1nnc(-c2cccnc2)o1	-5.2%	5.5%	-3.8	-17.6%	15.7%	-0.3%	-4.4%	0.4	-8.5
COc1cc(C(=O)NC2CCN(Cc3nnnn3Cc3cccs3)CC2)cc(OC)c1OC	-4.0%	-16.4%	-6.9	10.3%	0.7%	0.9%	-1.9%	-0.5	-4.1
CC(=O)Nc1ccc(NC(=O)c2oc3cc(C)c(C)cc3c2C)cc1	-6.8%	-1.8%	-0.5	6.4%	-2.9%	-0.2%	-8.9%	-0.8	-4.7
C=CCn1c(C(C)NC(=O)CCC)nc2ccccc21 (centres undefined)	-2.4%	2.7%[57.4 µM]	-13.6	27.6%	.	0.7%	-0.8%	0.1	-9.8
Clc1ccc(OCCCCCN2CCCC2)c(Br)c1	3.7%	-20.6%	-6.8	-34.0%	9.5%	5.6%	-8.3%	2.8	-17.8
CC(=O)c1ccc(N2CCN(S(=O)(=O)c3ccc4c(c3)NC(=O)CO4)CC2)cc1	-4.3%	10.4%	-12.3	21.8%	2.7%	1.6%	1.7%	5.8	-8.3
CN(C(=O)CSc1nc(-c2ccccc2)c(-c2ccccc2)o1)C1CCS(=O)(=O)C1 (centres undefined)	-4.1%	-5.3%	-9.0	12.5%[11.4 µM]	?	3.8%	-12.8%	1.0	-1.2
COc1ccc(C(C)(C)C)cc1NC(=O)COC(=O)c1ncc(Cl)c(Cl)c1Cl	-3.1%	-18.7%	-15.0	-8.0%	-11.6%	2.2%	2.5%	1.5	4.2
O=C(COC(=O)c1ccc(Cl)c(S(=O)(=O)NCc2ccccc2)c1)NC1CC1	-2.0%	-5.3%	-0.6	-15.0%	-4.1%	-0.2%	0.6%	0.2	-9.2
O=C(CSC1=NS(=O)(=O)c2cc(Cl)ccc2N1)Nc1cccc(F)c1	1.0%	?	.	-25.6%	13.4%	-4.6%	6.8%	.	-6.1
Cc1cccc(CSc2nc3c([nH]c4ccccc43)c(=O)n2C)c1	2.1%	-24.3%	.	14.9%	4.7%	0.0%	0.6%	-0.9	2.4
N#Cc1ccc(S(=O)(=O)NCC(=O)OCC(=O)NCCc2ccccc2)cc1	-0.6%	i	5.0	12.9%	-8.3%	-2.4%	1.4%	0.1	0.1
CCOCCCNC(=O)C(NC(=O)C1CCC(C)CC1)C(C)C (centres undefined)	-1.1%	1.2%	.	26.4%	-1.8%	-0.9%	-2.7%	-0.1	-8.0
Cc1cc(Nc2ccc(N3CCOCC3)cc2)c2cccc(C)c2n1	-4.8%	?	24.7	-0.1%	2.1%	4.9%	3.1%	-1.1	0.4
N#C/C=C\Oc1ccc(Cl)cc1N	-5.1%	?	-1.2	17.0%	-6.4%	-13.8%	1.0%	-1.7	22.1
Cc1ccc(NC(=S)N2CCN(S(C)(=O)=O)CC2)cc1Cl	-1.0%	10.4%	3.8	-21.6%	0.5%	2.8%	-4.8%	0.4	-5.8
Cc1cc(NC(=O)CS(=O)(=O)c2cn(Cc3cccc(Cl)c3)c3ccccc23)no1	-3.9%	-0.3%	.	.	.	-0.3%	.	.	-4.6
Cc1csc(NC(=O)CSc2nc3[nH]ncc3c(=O)[nH]2)n1	-2.8%	-4.5%	13.3	-37.8%[56.9 µM]	4.5%	2.3%	0.0%	0.0	-0.2
O=c1oc2ccccc2c(Nc2ccc(Cl)cc2)c1[N+](=O)[O-]	-4.7%	9.3%	-14.2	3.6%	-12.4%	-15.5%	-2.4%	-0.9	-20.5
Cc1ccccc1NS(=O)(=O)c1cc(C(=O)NCCSC2CCCCC2)ccc1C	-1.9%	-24.5%[57.4 µM]	-8.1	-8.1%	.	0.5%	0.4%	1.3	3.7
N#Cc1ccc(C(=O)NCCCSc2ccccc2)cc1	1.0%	0.6%	17.1	-22.2%	-17.1%	0.0%	0.3%	0.4	-0.9
COc1cc2c(cc1OC)C(c1cc3cc(C)ccc3[nH]c1=O)N(C(=O)c1ccco1)CC2 (centres undefined)	-0.1%	-11.8%	-6.9	-22.6%	1.2%	-8.2%	9.9%	-1.0	-1.7
O=C(Cn1cc(CCO)nn1)N1CCNCC1	-2.4%	?	7.0	-12.2%	-18.8%	0.7%	2.3%	-0.2	-4.7
CN(C)S(=O)(=O)c1ccc(Cl)c(NC(=O)COC(=O)c2cc(-c3ccccc3)nc3ccccc23)c1	1.0%	-12.7%	-13.4	-34.3%	-5.6%	0.7%	-17.9%	0.3	-5.0
